Assay outcomes: PubChem BioAssay, several laboratories
MRP resist rev = reversal of MRP1-mediated doxorubicin resistance, primary screen, H69AR cells, doxorubicin co-treatment | H69AR cells + 2 uM doxorubicin, CellTiter-Glo, 72 h | differential viability (reversal), % at 10 µM | actives 0.04% (n = 85,000) | AID 602, 2007;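 active = viability drop by adding the cancer drug above about 55%, with treated viability meeting a 40% cutoff, limit read from the data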;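 also: viability without doxorubicin minus viability with 2 µM doxorubicin for each compound; larger differential means the compound sensitizes cells more to doxorubicin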
NFkB transloc pot = enhancers of NFkB p65 translocation in HUVEC – imaging, IL-1B stimulus, high-content imaging, primary screen; HUVEC IL-1B NFkB p65 nuclear translocation imaging; activation, % at 2 µM; actives 0.3% (n = 94,000);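 active = activation above 40%, about the mean plus 3 SD, also judged a hit on visual image review; inconclusive = activation above 40% but not a hit on visual review; inactive = activation not above 40% and no visual hit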;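 also: percent activation is computed from the nuclear over cytoplasmic p65 intensity ratio; values of inactives mirror those of a sister screen read the other way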
Bcl-B displacement = displacers of TR3 peptide from Bcl-B, primary screen, selectivity assay for Bfl-1 inhibitor project, biochemical, fluorescence polarization. Bcl-2-like protein 10 (Homo sapiens). FP displacement of FITC-TR3 peptide from Bcl-B; higher % means a stronger effect. displacement, % at 20 µM; hits with a dose series show IC50 in µM. actives 0.11% (n = 96,000). AID 748, 2007;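 active = displacement above 50% at 20 µM plus a fluorescence interference ratio under 1.5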;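 also: plate controls were wells without compound for no effect and wells lacking Bcl-B protein for full effect; a part of the inactive calls stands beside numbers as strong as those of hits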
PLAP inhibition = PLAP enzyme inhibitors, biochemical, luminescence, HTS (AID 690); Alkaline phosphatase, placental type (Homo sapiens); purified PLAP, luminescent substrate; higher % means a stronger effect; actives 0.08% (n = 96,000); inhibition, % at 20 µM; hits with a dose series show IC50 in µM; in the data active = a potency from the dose series; inactive = the rest, 99 in 100 with inhibition below about 30%; also: strong numbers were not always called active
NFkB transloc inh = inhibitors of IL-1B driven NFkB p65 nuclear import, primary screen, imaging, HUVEC, IL-1B stimulus, high-content imaging; HUVEC IL-1B NFkB p65 nuclear translocation imaging; inhibition, % at 2 µM; actives 0.43% (n = 94,000); AID 796, 2007;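 active = inhibition above about 30% together with a positive call from visual inspection of the well image, limit read from the data; inconclusive = inhibition above a set limit but visual check negative; inactive = inhibition not above a set limit, visual check negative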;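 also: nuclear over cytoplasmic p65 intensity ratio measured by imaging; 0% = IL-1B stimulated DMSO wells and 100% = unstimulated DMSO wells; values of inactives mirror those of a sister screen read the other way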
MRP resist rev cytotoxicity = further read-out of MRP resist rev, marked with its call; viability, %; H69AR cells, CellTiter-Glo, 72 h; measured here: cytotoxicity without doxorubicin
MRP resist rev with doxorubicin = further read-out of MRP resist rev, marked with its call; viability, %; measured here: viability with 2 uM doxorubicin; hits give low values
NFkB transloc inh cell count 2 µM = further read-out of NFkB transloc inh, marked with its call; cell count; measured here: cells passing quality filter;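 raw number of nuclei counted in each imaged well without normalization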
NFkB transloc pot cell count 2 µM = also measured in NFkB transloc pot; calls as there; cell count; measured here: cells passing quality filter
Active calls of the source: *; ? = inconclusive; / = no result given.

cpd	Structure	Bcl-B displacement	NFkB transloc inh	NFkB transloc inh cell count 2 µM	PLAP inhibition	MRP resist rev	MRP resist rev with doxorubicin	NFkB transloc pot	NFkB transloc pot cell count 2 µM	MRP resist rev cytotoxicity
1	CN(C(=O)c1cc2nc(-c3ccco3)cc(C(F)(F)F)n2n1)C1CCCCC1	12.8%	9.5	154	-24.2%	-7.1	87.0	-9.5	154	79.9
2	Cc1ccc(CNC(=O)c2ccc3c(=O)n(CCCN4CCCC4=O)c(=S)[nH]c3c2)cc1	7.5%	-44.3	152	-15.7%	3.6	78.5	?	/	82.0
3	Cc1cccc(N2C(=O)SC(N(CC(=O)O)c3cccc(C)c3)C2=O)c1 (stereo not given)	18.4%	/	/	-117.1%	9.3	89.9	/	/	99.3
4	COc1ccc(OCc2ccc(C(=O)N3CCOCC3)cc2)cc1	/	12.1	100	/	4.1	84.0	-12.1	100	88.1
5	NC(=O)CN1CCN(c2ccccc2F)CC1	-5.7%	/	/	12.5%	-12.6	102.6	/	/	90.0
6	O=C(O)CCc1ccc(-c2cccs2)n1CCC(=O)O	/	-12.2	170	-12.7%	-1.3	87.3	12.2	170	86.0
7	Nc1ccccc1Oc1ncc(C(F)(F)F)cc1Cl	-3.3%	2.9	137	4.6%	/	/	-2.9	137	/
8	Cc1ccc(C2C(C(=O)c3sc(C)nc3C)=C(O)C(=O)N2CCCN(C)C)o1 (stereo not given)	6.1%	/	/	-1.7%	3.8	85.7	/	/	89.5
9	CCOc1ccc2nc(C(C)O)[nH]c2c1 (stereo not given)	-7.4%	-3.1	157	7.1%	-4.4	105.2	3.1	157	100.8
10	COc1ccc(N(CC(=O)NCc2ccco2)S(C)(=O)=O)cc1OC	2.8%	-7.6	180	4.9%	3.2	99.6	7.6	180	102.7
11	O=C(NCC(F)(F)F)Nc1cccnc1	/	77.3*	9*	/	14.0	89.5	-77.2	9	103.5
12	O=C1c2ccccc2C(=O)N1CCc1csc(-c2ccc(F)cc2)n1	0.4%	-2.2	127	-0.6%	/	/	2.2	127	/
13	c1ccc(C(c2nnnn2Cc2ccco2)N2CCN(C3CCCC3)CC2)cc1 (stereo not given)	4.4%	/	/	-67.7%	23.7	76.8	/	/	100.4
14	CCn1c(COc2ccccc2)nnc1SCC(=O)c1cccc([N+](=O)[O-])c1	-1.6%	5.7	146	4.0%	/	/	-5.7	146	/
15	O=C1/C(=C/c2ccc(F)cc2)SC(=S)N1Nc1ncc(C(F)(F)F)cc1Cl	-8.2%	-0.9	157	9.0%	/	/	0.9	157	/
16	Cc1noc(NS(=O)(=O)c2ccc(NC(=O)COc3ccc(Cl)cc3Cl)cc2)c1C	-1.6%	-6.2	68	-24.4%	3.9	90.1	6.2	68	94.0
17	Cc1cc(NC(=O)CSc2nc3ccccc3c(=O)n2C2CCCC2)no1	0.4%	17.4	118	10.8%	-32.4	61.5	-17.4	118	29.0
18	COc1ccc2cc(CN(CC3CCCO3)S(=O)(=O)c3ccccc3Cl)c(=O)[nH]c2c1 (stereo not given)	-13.3%	-8.8	123	-103.2%	6.0	71.8	8.8	123	77.8
19	Cc1onc(-c2ccccc2Cl)c1C(=O)Nc1ccccc1C(N)=O	12.5%	5.7	106	11.4%	-9.3	91.3	-5.7	106	82.0
20	COc1ccc(-c2cc(C(=O)Nc3c(C)nn(Cc4ccccc4Cl)c3C)no2)cc1OC	0.4%	-0.8	143	-11.5%	-8.0	27.5	0.8	143	19.5
21	Cc1csc(C(=O)O)c1-n1cccc1	3.8%	-4.3	150	0.8%	/	/	4.3	150	/
22	CCCC(=O)NCCc1cc2cc(C)c(C)cc2[nH]c1=O	/	10.5	65	/	-1.9	88.9	-10.5	65	87.0
23	CCSc1nc(N2CCOCC2)c2c(c1C#N)CC(C)(C)N(C)C2	3.5%	0.1	84	-32.8%	-2.9	88.9	-0.1	84	86.0
24	Cc1ccc(OCC(=O)N/N=C2\CCOc3c(C)cccc32)cc1	-0.7%	-6.7	133	6.8%	/	/	6.7	133	/
25	Cc1ccccc1OCC(=O)Nc1cccc(NC(=O)c2ccco2)c1	-16.0%	-42.0	155	-7.3%	/	/	?	/	/
26	COc1ccc(Cl)cc1NC(=O)CCn1cnc2ccccc2c1=O	-2.2%	-2.5	129	10.4%	7.1	83.5	2.5	129	90.6
27	O=C(COc1ccccc1)NCC(=O)Nc1ccc(S(=O)(=O)NCc2ccco2)cc1	-20.7%	2.4	157	-18.6%	/	/	-2.4	157	/
28	CN(C)c1ccc(/C=N/c2cc(-c3ccccc3)nn2-c2ccccc2)cc1	-18.1%	-7.5	170	2.7%	/	/	7.5	170	/
29	O=C(CCC1CC(=O)Nc2ccccc21)NCc1ccccc1 (stereo not given)	-6.3%	0.5	190	2.7%	2.4	100.6	-0.5	190	103.0
30	Cc1ccc(C2Oc3ccccc3C3=C2C(c2cccs2)n2ncnc2N3)cc1 (stereo not given)	13.9%	7.1	8	4.0%	-57.8	76.0	-7.1	8	18.2
31	O=C(CSc1nccc(=O)[nH]1)N1CCc2ccccc2C1	8.1%	-11.6	120	-51.4%	9.8	84.4	11.6	120	94.2
32	CC1(C)CC(=O)C(CC2=C(O)CC(C)(C)CC2=O)=C(O)C1	1.8%	7.7	140	4.1%	6.6	95.9	-7.7	140	102.5
33	CCCC(c1nnnn1CCc1ccccc1)N1CCN(C(=O)c2ccco2)CC1 (stereo not given)	-4.2%	-22.3	234	-13.0%	-3.1	83.8	22.3	234	80.7
34	CCCC(=O)NC(=S)Nc1cccc(C(C)=O)c1	1.4%	-14.9	153	7.9%	/	/	14.9	153	/
35	CCOC(=O)N1CCN(C(=O)c2ccc(CN(c3ccccc3)S(C)(=O)=O)cc2)CC1	-8.0%	3.8	116	-55.3%	-8.6	101.0	-3.8	116	92.4
36	O=C1OC2(c3ccccc3)C3CCCC2C13	-0.3%	-1.9	106	4.5%	-4.8	89.0	1.9	106	84.3
37	CN(C)CCCOC(=O)CCc1ccccc1	-1.7%	8.7	152	5.8%	8.8	92.2	-8.7	152	101.1
38	COc1cc(NS(=O)(=O)c2ccc(C)cc2)ccc1-n1cnnn1	-5.0%	5.6	200	-7.3%	-7.7	110.0	-5.6	200	102.3
39	CCc1ccc2[nH]c(=O)c(CN(Cc3ccc(F)cc3)C(c3nnnn3CCN3CCOCC3)C(C)C)cc2c1 (stereo not given)	3.7%	-2.4	140	-57.5%	-8.3	79.1	2.4	140	70.8
40	CCNC(=O)NC(=O)C(C)OC(=O)c1oc2ccc(OCC)cc2c1C (stereo not given)	-13.4%	-19.2	192	14.0%	/	/	19.2	192	/
41	CCOc1ccc(-c2nc3n(c(=O)c2C#N)CCCS3)cc1	-6.6%	2.6	118	4.9%	17.5	84.5	-2.6	118	102.0
42	O=C(Nc1ccon1)c1ccc2c(c1)OCO2	-2.3%	-13.8	146	-15.1%	/	/	13.8	146	/
43	CC(=O)Nc1ccc(C)cc1NC(C)=O	-5.2%	-5.0	121	1.2%	2.4	86.6	5.0	121	89.0
44	O=C1C(=O)N(Cc2cccnc2)C(c2ccccn2)/C1=C(/O)c1ccc(Br)cc1 (stereo not given)	3.7%	11.1	132	7.6%	-2.5	91.4	-11.1	132	88.9
45	CC(c1nnc(SCC(=O)NC(=O)NCc2ccco2)n1-c1ccc(Cl)cc1)N(C)C (stereo not given)	-16.9%	0.9	117	-67.7%	-33.5	91.5	-0.9	117	58.1
46	CCOCCCNc1nc2c(c(=O)[nH]c(=O)n2C)n1CCCc1ccccc1	0.3%	-23.0	138	-20.2%	-5.0	85.1	23.0	138	80.1
47	Cc1nc2nc3c(cn2n1)C(=O)CC(C)(C)C3	-2.3%	-0.7	199	7.9%	5.8	93.0	0.7	199	98.7
48	CCn1c(=O)c2c(O)cc(=O)oc2c2ccccc21	-3.3%	-10.6	176	16.9%	/	/	10.6	176	/
49	CC12CC(NC(=O)N1c1ccc(C(=O)N3CCN(c4ccc(F)cc4)CC3)cc1)c1ccccc1O2 (stereo not given)	-12.7%	2.5	173	-42.2%	1.1	73.9	-2.5	173	75.0
50	COc1ccc(NS(=O)(=O)c2cccc3cccnc23)cc1	/	-5.4	113	/	1.4	89.7	5.4	113	91.2
51	O=C(c1ccccc1)N1CCN(Cc2ccccc2Br)CC1	-9.7%	5.4	150	-37.0%	24.4	77.0	-5.4	150	101.5
52	Cc1[nH]n(-c2ccccc2)c(=O)c1-c1ccccc1	-5.0%	/	/	7.3%	-2.8	107.0	/	/	104.2
53	CCOC(=O)C1=C(O)CSC1=Nc1cccc(Cl)c1	-14.2%	-5.1	82	3.3%	17.1	74.1	5.1	82	91.2
54	CC(=O)c1ccc(CCCCCCCCCC(=O)O)s1	13.1%	-12.6	161	-31.7%	-0.5	76.3	12.6	161	75.8
55	Cc1nc2ccccc2n1CCc1nc2c3ccccc3nc(=S)n2[nH]1	-1.3%	-9.5	167	-52.2%	-15.3	71.0	9.5	167	55.8
56	Cc1c(C(=O)N2CCOCC2)[nH]c2c1C(=O)CC(c1ccccc1Cl)C2 (stereo not given)	9.7%	-3.5	120	-32.8%	-33.6	55.5	3.5	120	21.9
57	Fc1ccc(-c2nnc(CN3CCN(c4ncc(C(F)(F)F)cc4Cl)CC3)o2)cc1	5.2%	-11.8	184	16.4%	/	/	11.8	184	/
58	CC(=O)c1cccc(NC(=O)CC2Oc3ccc(C)cc3NC2=O)c1 (stereo not given)	-7.5%	12.3	126	18.8%	13.3	82.5	-12.3	126	95.8
59	CC(C)CNC(=O)COC(=O)c1cc(S(=O)(=O)N2CCCCC2)ccc1N1CCOCC1	6.1%	2.2	116	-72.3%	14.2	75.6	-2.2	116	89.8
60	COC(=O)c1ccc(C2C(C(=O)OC(C)C)=C(C)N=C3SCCC(=O)N32)cc1 (stereo not given)	-8.4%	/	/	-44.4%	11.9	83.9	/	/	95.8
61	O=c1c(N2CCCCC2)coc2ccccc12	-2.5%	0.2	75	18.8%	-14.5	95.4	-0.2	75	80.9
62	Cc1cc(C(=O)CSC(C)c2nc3ccccc3c(=O)[nH]2)c(C)n1C (stereo not given)	-5.7%	8.2	101	-41.4%	-1.5	85.0	-8.2	101	83.4

Some of the compounds tested, so the mix of outcomes need not match the whole.
